Bioassay records deposited in PubChem BioAssay by National Center for Advancing Translational Sciences (NCATS).
D2 agonist: HTS Assay for Allosteric Agonists of the Human D2 Dopamine Receptor: Primary Screen for Agonists. D(2) dopamine receptor (Homo sapiens), P14416. HEK293 T-REx D2 cells, calcium flux agonist mode. activation, % at 2 µM. hit rate 0.53% among 340,000;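 active = activation over 3 SD above normal in the single-dose calcium agonist read, cut at about 30% in these data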; note: 0% is about no effect
Target sequence (P14416 whole entry, looked up): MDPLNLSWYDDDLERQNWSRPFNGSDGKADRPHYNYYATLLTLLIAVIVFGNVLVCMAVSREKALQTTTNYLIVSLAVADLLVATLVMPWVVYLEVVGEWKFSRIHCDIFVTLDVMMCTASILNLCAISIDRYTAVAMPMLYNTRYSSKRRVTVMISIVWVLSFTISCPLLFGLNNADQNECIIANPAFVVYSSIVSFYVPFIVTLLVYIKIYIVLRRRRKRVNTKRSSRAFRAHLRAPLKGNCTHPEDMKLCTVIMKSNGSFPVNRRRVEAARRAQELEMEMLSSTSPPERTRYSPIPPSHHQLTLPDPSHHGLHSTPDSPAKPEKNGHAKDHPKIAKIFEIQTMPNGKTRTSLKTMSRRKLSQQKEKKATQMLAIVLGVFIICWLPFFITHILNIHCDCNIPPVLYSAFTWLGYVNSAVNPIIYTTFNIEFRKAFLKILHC
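Agonism is scored from calcium flux in a force-coupled, inducible HEK293 cell line expressing D2, read kinetically for 180 s after compound addition against dopamine controls.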
TRHR PAM: qHTS for Small Molecule Agonists and Allosteric Enhancers of Human TRH Receptor: Primary Screen for Enhancers. Thyrotropin-releasing hormone receptor (Homo sapiens), P34981. TRHR cells, fluo-8 calcium fluorescence, EC20 TRH enhancement. enhancement, % at 2 µM. hit rate 0.66% among 360,000; in the data active = enhancement above about 30%; note: 0% is about no effect
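TRHR-expressing cells loaded with fluo-8 calcium dye were read kinetically (ex 480/em 530) during compound addition, then stimulated with an EC20 of TRH (10 nM final). Enhancement of the Gq-mediated intracellular calcium response was scored.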
D2 PAM: HTS Assay for Positive Allosteric Modulators of the Human D2 Dopamine Receptor: Primary Screen for Potentiators | hit rate 0.34% among 340,000 | HEK293 T-REx D2, calcium flux, EC20 dopamine potentiation | potentiation, % at 10 µM | D(2) dopamine receptor (Homo sapiens), P14416;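 active = potentiation over 3 SD above the plate norm, cut at about 30% in these data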; note: 0% is about no effect
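Using a no-wash calcium dye in inducible, force-coupled HEK293 Trex cells expressing D2, we tracked fluorescence each second for 180 s after compound, then for 180 s after EC20 dopamine to detect augmented signalling.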
D1 potentiator: Potentiators of Human D1 Dopamine Receptor: qHTS; potentiation, % at 10 µM; hit rate 0.036% among 360,000; D(1A) dopamine receptor (Homo sapiens), P21728; HEK293 TREx D1 cells, calcium flux, dopamine EC20 potentiation; in the data active = potentiation above about 30%; note: 0% is about no effect
Target sequence (P21728 whole entry, looked up): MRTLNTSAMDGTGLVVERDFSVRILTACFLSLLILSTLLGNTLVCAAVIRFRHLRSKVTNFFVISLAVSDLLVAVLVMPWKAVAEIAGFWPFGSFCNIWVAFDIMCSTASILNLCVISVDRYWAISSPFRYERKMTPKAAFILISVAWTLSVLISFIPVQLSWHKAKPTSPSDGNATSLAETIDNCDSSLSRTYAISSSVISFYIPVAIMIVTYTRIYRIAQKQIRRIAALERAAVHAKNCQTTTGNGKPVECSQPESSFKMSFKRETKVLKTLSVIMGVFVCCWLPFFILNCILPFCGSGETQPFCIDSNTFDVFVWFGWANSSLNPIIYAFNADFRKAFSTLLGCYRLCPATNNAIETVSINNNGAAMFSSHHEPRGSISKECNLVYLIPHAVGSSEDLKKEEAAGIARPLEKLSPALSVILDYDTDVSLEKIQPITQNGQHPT
D1 ag: Allosteric Agonists of the Human D1 Dopamine Receptor: qHTS; D(1A) dopamine receptor (Homo sapiens), P21728; activation, % at 2 µM; HEK293 T-REx D1 cells, calcium flux, agonist mode; hit rate 1% among 360,000; AID 504660, 2011; note: 0% is about no effect
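Tetracycline-induced HEK293 TREx D1 cells, force-coupled to calcium signalling, were dye-loaded with a no-wash calcium kit. Compound was pin-added after a 10 s baseline. Fluorescence was read kinetically at 1 cycle/s for 180 s, with calcium rises flagged as agonism.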
D2 antag: HTS Assay for Allosteric Antagonists of the Human D2 Dopamine Receptor: Primary Screen for Antagonists | D(2) dopamine receptor (Homo sapiens), P14416 | HEK293 TREx D2 cells, calcium flux, dopamine EC80 | inhibition, % at 10 µM | hit rate 2% among 340,000; in the data active = inhibition above about 30%; note: 0% is about no effect
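Inhibition of EC80 dopamine-driven calcium flux, recorded kinetically, defines activity here; cells are a tetracycline-induced HEK293 T-REx line expressing force-coupled D2.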
TRHR agonist: qHTS for Small Molecule Agonists and Allosteric Enhancers of Human TRH Receptor: Primary Screen for Agonists. Thyrotropin-releasing hormone receptor (Homo sapiens), P34981. TRHR cells, calcium flux fluo-8, FDSS agonist mode. activation, % at 2 µM. hit rate 0.18% among 360,000. AID 493084, 2011; note: 0% is about no effect
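TRHR-expressing cells loaded with fluo-8 calcium dye; 23 nL library compound pin-transferred, kinetic FDSS fluorescence (Ex 480/Em 530) recorded about 180 s for agonist-induced calcium release, before a 10 nM TRH EC20 addition for potentiator mode.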
D1 antag: Antagonist of Human D 1 Dopamine Receptor: qHTS | HEK293 TREx D1 cells, calcium flux, dopamine EC80; hits give low values | hit rate 3.2% among 360,000 | AID 504652, 2011 | activity change, negative = inhibition, % at 10 µM; in the data active = activity change below about -30%; note: % is set by controls: 0 for no effect and ±100 for the full control effect
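Inducible Hek293 Trex D1 cells (tetracycline, overnight, 30 C). Calcium dye 30–90 min RT. Antagonist mode: EC80 dopamine added after 180 s compound read.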
RXFP1 antag: qHTS Assay for Antagonists of the Relaxin Receptor RXFP1 | activity change, negative = inhibition, % at 57.5 µM | AID 1259400, 2018 | hit rate 0.59% among 350,000 | Relaxin receptor 1 (Homo sapiens), Q9HBX9 | HEK293-RXFP1, relaxin-stimulated cAMP HTRF, 30 min; hits give low values;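 active = activity change of -60% or lower, but not beyond a set lower limit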; note: % is set by controls: 0 for no effect and ±100 for the full control effect
* marks the source's active call; other numbers are inactive results; . = no result given; & = joins results of further samples. Cut-off read from the data, not from the text of the source, unless noted: active = activation above about 30%; inactive = the rest. Rows were taken by chance. About 7.3% of those tested had a hit in this group.

SMILES	D2 agonist	TRHR PAM	D2 PAM	D1 potentiator	D1 ag	D2 antag	TRHR agonist	D1 antag	RXFP1 antag
O=C(Cc1ccc(-c2ccccc2)cc1)OCC(=O)N1CCCC1=O	-0.1	-1	14	5	9	-12	-0.5	7	5
Cc1ccc(CSc2nnc(C)c(=O)n2N)cc1	-0.8	-4	-7	3	1	-12	0.4	-48*	7
O=C(Nc1ccc(F)cc1F)NC1CCCCCCC1	0.1	18	1	0	1	1	0.3	3	0
CCOC(=O)CN1C(c2ccccc2O)Nc2ccc(Br)cc2C1c1ccccc1 (stereo unspecified)	.	-7	.	-7	3	.	-0.6	8	-73*
O=[N+]([O-])c1ccccc1CNC1CCCc2ccccc21 (stereo unspecified)	0.1	3	-11	12	0	0	-0.5	-1	8
COc1ccc(N2CC(NC(=O)Cc3cccs3)CC2=O)cc1OC (stereo unspecified)	0.5	7	-8	0	-1	.	0.2	.	.
CC(=O)N/C(=C\c1ccccc1)C(=O)OCc1cc(C)ccc1C	0.1	-4	3	-5	5	13	-0.3	-27	-2
CCN1CCN(S(=O)(=O)c2ccc(OC)c(Br)c2)CC1	0.2	0	-5	-2	-2	8	-0.3	-6	-5
Cc1cc(N)n(Cc2ccc(Cl)cc2)n1	-2.0	-2	2	-2	1	-11	-0.7	7	3
COc1ccc(C(=O)Nc2cccnc2)cc1OC	-0.9	-7	3	2	6	15	-1.3	1	-8
NC(=O)CSc1n[nH]c(=O)n1CCc1ccccc1	0.9	9	6	7	6	-12	0.5	-4	19
Cc1ccc(F)cc1NC(=O)N1CCCN(c2ccc(C(F)(F)F)cn2)CC1	0.9	3	-7	2	6	26	0.8	-23	-14
CN(Cc1ccccc1)C(=O)c1ccc(NC(=O)Cc2cccc(NC(=O)C3CCCN(C(=O)C4CCCC4)C3)c2)cc1 (stereo unspecified)	0.4	2	5	-5	5	-13	0.8	7	.
Cc1nnc(SCc2ccccc2)n1N	0.8	0	6	0	-2	6	0.3	9	1
Cc1cccc(C)c1NC(=O)CCS(=O)(=O)c1cccc2nonc12	-3.8&-0.1	1&-2	7&-6	1	6&-2	-2	-1.2&-0.4	-22&-2	-14
CCCCc1nc(C(N)=O)c2[nH]c(=O)n(-c3ccc(OCC)cc3)c2n1	-0.5	1	-3	3	2	13	-0.1	14	-4
Cc1cccc(-c2noc(CN(C)C(=O)c3ccco3)n2)c1	0.5	22	9	-6	4	-5	-0.6	-2	-12
CC(=O)NCCn1c(SCc2ccc(C)cc2C)nc2ccccc2c1=O	0.6	-6	11	-1	3	-6	-0.8	-2	6
Cn1c(CC(=O)Nc2ccc(F)cc2)nnc1SCC(=O)NC1CCCCC1	-3.1	-6	.	-3	-1	-3	0.3	-1	17
CCc1nnc(NS(=O)(=O)c2ccc(N/C=C\C(=O)c3ccc(C)cc3)cc2)s1	-0.3	4	-1	-4	8	-20	0.8	-4	-10
Nc1ccc(S(=O)(=O)N2CCCC2)cc1	-0.1	7	0	.	0	-12	0.4	10	.
CCOC(=O)COc1ccc(S(=O)(=O)Nc2ccc3c(c2)OCCO3)cc1	-0.2	-8	5	-5	33*	-8	1.6	-20	-5
Cc1ccc(/C=N/N2CCN(c3ccccc3)CC2)cc1	-0.7	-4	4	0	2	-15	0.6	-11	-8
Cc1ccc(Nc2cc(=O)n(C3CCCCC3)c(=O)[nH]2)cc1C	-0.5	6	16	-2	16	-14	1.7	-2	-39
CCOC(=O)C1=C(C)NC(=NC)SC1c1ccccc1 (stereo unspecified)	-0.8	-2	8	-2	3	-1	-0.4	5	-8

Records listed so far shown as hits in RXFP1 antag:
| compound | TRHR PAM | D2 PAM | D1 potentiator | D1 ag | D2 antag | TRHR agonist | D1 antag | RXFP1 antag |
| --- | --- | --- | --- | --- | --- | --- | --- | --- |
| CCOC(=O)CN1C(c2ccccc2O)Nc2ccc(Br)cc2C1c1ccccc1 (stereo unspecified) | -7 | . | -7 | 3 | . | -0.6 | 8 | -73* |

Returning to the listing, repeating the 3 entries before the break.
SMILES	D2 agonist	TRHR PAM	D2 PAM	D1 potentiator	D1 ag	D2 antag	TRHR agonist	D1 antag	RXFP1 antag
Cc1ccc(/C=N/N2CCN(c3ccccc3)CC2)cc1	-0.7	-4	4	0	2	-15	0.6	-11	-8
Cc1ccc(Nc2cc(=O)n(C3CCCCC3)c(=O)[nH]2)cc1C	-0.5	6	16	-2	16	-14	1.7	-2	-39
CCOC(=O)C1=C(C)NC(=NC)SC1c1ccccc1 (stereo unspecified)	-0.8	-2	8	-2	3	-1	-0.4	5	-8
CC(C)(C)OC(=O)CC1(C#N)c2ccccc2C(Br)=CN1C(=O)c1ccccc1 (stereo unspecified)	-1.5	-2	-3	-4	6	8	0.1	-19	.
COc1ccc(NC2CCCN(Cc3cccc4cnccc34)C2)cc1 (stereo unspecified)	0.8	6	12	-3	3	-10	0.3	-18	-11
COCCNC(=O)c1ccccc1NC(=O)Cc1ccccc1	0.5	6	1	5	0	-8	0.5	-9	17
Cn1c(SCC(=O)Nc2ccc(F)cc2)nnc1C1CC1	-0.3	-4	3	-6	1	-1	0.6	-1	17
COc1ccc(N2C(=O)CC(Sc3n[nH]c(-c4ccc(C)cc4)n3)C2=O)cc1 (stereo unspecified)	-0.4	2	8	2	3	5	-0.8	-1	2
CC(O)(C#CCN1CCCCCC1)c1ccccc1 (stereo unspecified)	-0.1	0	-15	0	5	-8	1.1	-2	7
CCCCn1nnnc1NCc1cc(Cl)c(OC)c(OC)c1	-0.7	-4	2	-2	0	5	-0.1	2	21
COc1ccc(-c2c[n+]3c(n2-c2ccccc2)SCC3)cc1OC	-3.1	1	11	4	1	22	-0.5	-2	-6
O=C(O)c1cc2c(cc1Br)OCCCO2	1.3	-4	3	-3	1	9	0.5	14	1
Cc1ccc(S(=O)(=O)N2CCCC(c3nc4c(nnn4Cc4ccc(OC(F)(F)F)cc4)c(=O)[nH]3)C2)cc1 (stereo unspecified)	0.5	-4	-1	1	1	.	0.1	1	-13
Cc1noc(C)c1COc1ccc(C(=O)OC(C)C(=O)Nc2ccc(S(=O)(=O)N3CCOCC3)cc2)cc1 (stereo unspecified)	1.7	3	23	4	1	15	0.8	6	22
Cc1ccc(OCCCC(=O)N2CCN(S(=O)(=O)c3cccc(F)c3)CC2)cc1	-0.1	5	5	-4	6	12	-0.6	-33*	6
CSc1nnc(CCNC(=O)OC(C)(C)C)o1	1.1	0	-7	-3	2	-11	0.2	0	4
CC(=O)Nc1ccc(S(=O)(=O)N2CCC(N3CCCC3)CC2)cc1	-0.3	1	-1	-2	2	-1	0.2	5	-1
COc1cc(OC)c(NC(=O)N2CCSc3ccccc32)cc1Cl	-0.3	5	-2	-1	0	.	0.0	-21	-3
COc1ccc(NC(=O)OC(C)C)cc1	0.7	-1	9	2	5	-2	-0.1	-9	.
COc1ccc(NC(C)C(=O)Nc2ccc(C(C)(C)C)cc2)cc1Cl (stereo unspecified)	0.3	3	10	-3	0	-1	1.6	35	-8
O=C(Nc1ccccc1C(=O)O)c1cccc(S(=O)(=O)N2CCCC2)c1	-2.0	2	3	6	-2	.	0.0	7	-23
COC(=O)c1nnn(CC(=O)Nc2cccc(Cl)c2C)c1C(=O)OC	-0.4	5	20	3	4	-10	0.1	-17	12
CCOc1ccc(NC(=O)Nc2ccc3nccnc3c2)cc1	0.0	-11	8	-3	2	6	-0.1	0	0
COC(=O)C(CC(C)C)NC(=O)c1cccs1 (stereo unspecified)	0.0	11	7	0	5	-3	0.2	-5	-18
O=C(CCN1C(=O)C2C3CCC(C3)C2C1=O)Nc1ccc([N+](=O)[O-])cc1 (stereo unspecified)	1.0	9	5	-2	6	-3	0.2	-28	-19
CC(=O)Nc1ccc(Oc2nc(C(F)(F)F)nc3ccccc23)cc1	-0.6	-4	-10	-5	2	-9	0.2	7	13
CC(C)Nc1nc(Cl)nc(N(C#N)CN2C(=O)c3ccccc3C2=O)n1	-0.4	1	2	-2	1	-5	-0.4	-15	-25
O=C(NCCN1CCOCC1)Nc1ccc(Cl)cc1	-0.8	-3	-5	-5	14	-19	-1.2	-10	6
Continued.
SMILES	D2 agonist	TRHR PAM	D2 PAM	D1 potentiator	D1 ag	D2 antag	TRHR agonist	D1 antag	RXFP1 antag
COc1ccc(Nc2ncnc3onc(C)c23)c(OC)c1	.	4	2	2	0	.	-0.3	-1	.
COc1ccc(Cc2c3cc(OC)c(OC)cc3cc[n+]2C)cc1OC	-2.5	-2	0	-6	2	-7	-0.5	-19	10
Cc1cc(NC(=O)CCC(=O)N(CC(=O)NCC2CCCO2)c2ccc(Cl)c(Cl)c2)no1 (stereo unspecified)	0.9	13	0	-6	2	0	0.7	-2	3
Cc1cnc(C(=O)NC2CC(C)(C)Cc3c2cnn3-c2ccccc2)cn1 (stereo unspecified)	-1.3	2	1	-15	1	-18	-0.8	-25	-16
CCOC(=O)N1CCN(C(=O)c2cccc(N3C(=O)NC4CC3(C)Oc3ccccc34)c2)CC1 (stereo unspecified)	0.0	0	-21	-3	1	1	0.1	10	-1
Cc1cc2cc(C#N)c(NCCNC(=S)NCCCN3CCOCC3)nc2cc1C	-1.1	-7	-12	-4	1	5	-1.0	1	-6
Cc1cccc(N(CC(=O)NC2CCCCC2)C(=O)c2csnn2)c1	0.0	7	-8	-8	1	15	0.0	-15	-1
CC(=O)Nc1ccc2nc(NS(=O)(=O)c3ccc(C)cc3)sc2c1	-0.7	-2	9	3	1	13	0.1	-6	-17
O=C(NC(=S)NNS(=O)(=O)c1ccc(Cl)cc1)c1cccnc1	-0.3	-6	-2	0	3	-19	0.2	4	17
COc1cccc(C2C=C(c3cccs3)Nc3ncnn32)c1OC (stereo unspecified)	-0.6	5	6	6	7	-17	-0.2	-4	18
N#CCC(=O)N/N=C/c1cn(Cc2ccc3ccccc3c2)c2ccccc12	0.1	3	3	-12	3	13	1.0	16	-16
CCc1cc(C(=O)c2ccc(OC)cc2)c(N)s1	-0.9	0	0	0	1	-7	-1.3	-1	-33
COc1ccccc1NC(=S)NNC(=O)c1ccncc1	1.4	-1	-3	-4	1	-1	0.5	7	13
CCOC(=O)C1CCC(CN(Cc2ccccc2)S(=O)(=O)c2ccc([N+](=O)[O-])cc2)CC1 (stereo unspecified)	0.1	-3	-10	-2	9	-4	0.8	-4	-13

Some entries already given with just D1 antag:
structure	D1 antag
Cc1cccc(N(CC(=O)NC2CCCCC2)C(=O)c2csnn2)c1	-15
CC(=O)Nc1ccc2nc(NS(=O)(=O)c3ccc(C)cc3)sc2c1	-6
